TrxR1 substrate – substrates of rat thioredoxin reductase 1; Potency, µM (highest dose often 114 µM), without a hit: at the highest dose activity change, negative = substrate turnover; purified TrxR1 substrate turnover, NADPH consumption readout; AID 588456; 390,000 tested, 0.01% active; note: potency is the fitted concentration of half-maximal effect; % is set by controls: 0 for no effect and ±100 for the full control effect; nearly all actives have a fitted effect of over 50% in size
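Rat TrxR1, dispensed at 90 nM, was prereduced with 400 uM NADPH (final) for 5 min at ~22 deg C, then incubated with compound 15 min before 400 uM selenite. A first-read NADPH fluorescence drop versus no-compound background flagged substrates.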
mIDH1 inhibitor – inhibitors of human mutant IDH1 R132H; IDH1-R132H enzyme, NADPH consumption, diaphorase/resazurin fluorescence; Potency, µM (titrated, usually from 76.6 µM), without a hit: at the top dose activity change, negative = inhibition, actives largely listed as inhibitors; O75874; 390,000 tested, 0.093% active; note: potency is the fitted concentration of half-maximal effect; % is set by controls: 0 for no effect and ±100 for the full control effect; nearly all actives have a fitted effect of over 65% in size
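IDH1-R132H (0.5 ug/mL dispensed) in pH 7.5 Tris buffer was preincubated 30 min with compound, then given a substrate mix of 0.016 mM NADPH and 2 mM alpha-KG for 80 min at room temperature; remaining NADPH was read by diaphorase/resazurin fluorescence.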
PI4K2A inh – blocks human PI4K2A kinase activity; AID 1346378; Q9BTU6; purified PI4K2A, ADP-Glo luminescence, 1 h; stronger effect = lower value; 420,000 tested, 0.13% active; activity change, negative = inhibition, % at 76.9 µM; in the data active = activity change below about -50%; inconclusive = mostly about -30% to -49%;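 note: -100% = wells without enzyme as full effect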
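Compounds are screened against recombinant PI4K2A using PI as substrate and ATP, the latter dispensed at 300 microM. Reactions run one hour at ambient temperature before ADP-Glo detection; full inhibition defined by wells lacking enzyme.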
Pin1 inhibitor – inhibitors of human Pin1; Pin1 FP peptide displacement, HiFluor488, 10 min; Q13526; Potency, µM (titrated, usually from 115 µM), without a hit: at the highest dose activity, negative = inhibition, hits mostly inhibitors; 390,000 tested, 0.009% active; active = well fitted inhibition curve with a large enough effect in the polarisation, with a control signal flat, not every such curve was filed as active; inconclusive = small, poorly fitted or top-dose-only effect, or effect the other way, or a change in a side signal; inactive = no such curve, though single readings can be large or run the other way; the % refers to the polarisation; note: potency is the fitted concentration of half-maximal effect; % is set by controls: 0 for no effect and ±100 for the full control effect
GLS inhibitor – glutaminase GLS (human) inhibition. 410,000 tested, 0.21% active. Potency, µM (series often up to 45.5 µM), for inactives: at the highest dose activity change, negative = inhibition, most hits filed as inhibitors. GLS enzymatic activity, qHTS titration. AID 624170; note: potency is the fitted concentration of half-maximal effect; % is set by controls: 0 for no effect and ±100 for the full control effect
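Glutamate formation by hKGA was monitored fluorometrically using coupled glutamate oxidase, HRP and Amplex Red. Substrate was added as 1 mM L-glutamine solution; incubation was 30 min at RT after an initial read.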
HP1b chromo inh – inhibitors of HP1-beta chromodomain binding to methylated histone tails; AlphaScreen HP1-beta / biotin-H3K9me3 peptide binding; Potency, µM (titrated, usually from 114 µM), for the others: at the highest dose activity change, negative = inhibition, hits mostly inhibitors; 390,000 tested, 0.56% active; AID 540317; note: potency is the fitted concentration of half-maximal effect; nearly all actives have a fitted effect of over 70% in size; inactives centre near 23
Target sequence (P83916 whole entry, looked up): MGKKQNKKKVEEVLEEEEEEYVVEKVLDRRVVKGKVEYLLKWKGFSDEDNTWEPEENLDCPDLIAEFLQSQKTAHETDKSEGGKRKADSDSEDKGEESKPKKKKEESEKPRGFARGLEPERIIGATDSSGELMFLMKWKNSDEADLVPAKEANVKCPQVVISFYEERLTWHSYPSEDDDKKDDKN
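HP1-beta protein (50 nM final) preincubated 30 min at room temperature with biotinylated H3(1-18)K9me3 peptide (50 nM) in PBS pH 7.4, 0.01% Tween-20, then compound added for 30 min. AlphaScreen streptavidin donor/nickel chelate acceptor beads (10 ug/mL final), 30 min dark, luminescence read.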
rTrxR1 inhibitor – blocks rat thioredoxin reductase 1 | recombinant rTrxR1, NADPH fluorescence consumption, selenite substrate | AID 588453 | Potency, µM (doses to about 114 µM), inactives show top-dose activity change, negative = inhibition, usual class: inhibitors | 390,000 tested, 1% active; note: potency is the fitted concentration of half-maximal effect; % is set by controls: 0 for no effect and ±100 for the full control effect; nearly all actives have a fitted effect of over 65% in size
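Rat TrxR1 (90 nM in the dispensed reagent) was pre-reduced with 400 uM NADPH for 5 min at room temperature, then incubated with compound for 15 min. After 400 uM selenite was added, NADPH fluorescence (Ex 340/Em 450 nm) was followed for 8 min.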
PGK inhibitor – T. brucei PGK inhibition. P07378. PGK/GAPDH coupled, Kinase-Glo luminescence, 60 min. Potency, µM (top dose mostly 57.5 µM), for the others: top-dose activity change, negative = inhibition, usual class: inhibitors. 380,000 tested, 0.043% active. AID 602233; note: potency is the fitted concentration of half-maximal effect; % is set by controls: 0 for no effect and ±100 for the full control effect; nearly all actives have a fitted effect of over 60% in size
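Luminescent ATP detection (Kinase-Glo Plus) follows a 60-minute room-temperature incubation, with wells lacking PGK as controls. Buffer: 100 mM TEA (pH 7.6), 5 mM MgCl2, 0.01% Tween-20. Coupling enzyme GAPDH (100 nM final) supplies unstable 1,3-BPG in-well.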
USP1-UAF1 inh – inhibitors of human USP1/UAF1 deubiquitinase; recombinant USP1/UAF1, Ub-Rhodamine cleavage fluorescence; Potency, µM (highest dose often 57.1 µM), for the others: at the highest dose activity change, negative = inhibition, most hits filed as inhibitors; 390,000 tested, 0.23% active; O94782; note: potency is the fitted concentration of half-maximal effect; % is set by controls: 0 for no effect and ±100 for the full control effect; nearly all actives have a fitted effect of over 60% in size; inactives centre near -12
Target sequence (O94782 whole entry, looked up): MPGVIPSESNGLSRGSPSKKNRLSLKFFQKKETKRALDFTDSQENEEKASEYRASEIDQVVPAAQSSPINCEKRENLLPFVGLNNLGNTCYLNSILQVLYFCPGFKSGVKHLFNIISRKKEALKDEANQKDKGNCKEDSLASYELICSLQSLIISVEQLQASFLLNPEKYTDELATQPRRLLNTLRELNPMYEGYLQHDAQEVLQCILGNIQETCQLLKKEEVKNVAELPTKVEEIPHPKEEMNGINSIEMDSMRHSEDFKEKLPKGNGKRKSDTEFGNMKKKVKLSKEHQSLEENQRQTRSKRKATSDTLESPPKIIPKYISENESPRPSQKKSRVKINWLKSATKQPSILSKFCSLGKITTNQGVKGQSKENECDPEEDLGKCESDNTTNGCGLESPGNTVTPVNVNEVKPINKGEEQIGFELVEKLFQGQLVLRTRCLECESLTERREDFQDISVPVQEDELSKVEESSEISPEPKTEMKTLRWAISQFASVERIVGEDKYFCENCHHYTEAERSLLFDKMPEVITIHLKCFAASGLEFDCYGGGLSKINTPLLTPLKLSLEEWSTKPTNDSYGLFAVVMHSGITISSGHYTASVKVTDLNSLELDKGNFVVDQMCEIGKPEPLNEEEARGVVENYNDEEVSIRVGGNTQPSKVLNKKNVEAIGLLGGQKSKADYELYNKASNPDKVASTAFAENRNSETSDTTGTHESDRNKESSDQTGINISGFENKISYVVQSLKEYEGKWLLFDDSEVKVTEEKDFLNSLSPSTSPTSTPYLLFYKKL
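USP1/UAF1 complex (1 nM) preincubated 15 min at room temperature with compound, then Ub-Rho substrate (150 nM final) added. Kinetic fluorescence at 480/540 nm over 6 reads at 60 s intervals; 50 mM HEPES pH 7.8, 0.5 mM EDTA, 0.1 mg/ml BSA, 1 mM TCEP, 0.01% Tween-20.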
Starred values were filed as active, the others as inactive; i = inactive; ? = inconclusive; . = no result given; [ ] = dose if it differs, or a comment. Unless noted, calls come from the whole dose curve; as a rule, active = well fitted curve in the direction sought with a large enough effect; inconclusive = small, poorly fitted or top-dose-only effect, or another doubt; inactive = no such curve, though single readings can be large; an effect the other way counts as inactive or inconclusive.

SMILES	TrxR1 substrate	mIDH1 inhibitor	PI4K2A inh	Pin1 inhibitor	GLS inhibitor	HP1b chromo inh	rTrxR1 inhibitor	PGK inhibitor	USP1-UAF1 inh
Cc1noc(C)c1C(=O)OC(C)C(=O)c1c[nH]c2ccccc12 (centres undefined)	.	4%	8	.	-6%	.	.	-4%	-11%
COc1cccc(CNC(=O)C(CC(C)C)NS(=O)(=O)c2ccc3c(c2)oc(=O)n3C)c1 (centres undefined)	-5%	0%	-7	2%	-3%	27%	-3%	-4%	-8%
CCN(c1ccccc1)S(=O)(=O)c1ccc(Cl)nc1	1%	2%	11	-8%	-2%	31%[activator]	19%	-5%	2%
Cc1cccc(N2CC(C(=O)NCc3ccco3)CC2=O)c1C (centres undefined)	3%	4%	-5	0%	-1%	19%	2%	i	-24%
CCCS(=O)(=O)N1CC(=O)N(c2cccc(Cl)c2)C(C)(C(=O)NC2CCCCC2)C1 (centres undefined)	-1%	1%	-3	1%	-7%	15%	12%	i	-16%
CCc1ccccc1NC(=O)NCc1ccc2c(c1)CCN2C(=O)c1ccccc1	-4%[57.1 µM]	-30%	-6	0%	-10%	2%[57 µM]	3%[57.1 µM]	-5%	-13%
Cn1cc(Cl)c(C(=O)Nc2nc3ccc(Cl)cc3s2)n1	22%	3%	1	8%	0%	30%	22%	.	-11%
CN(C(=S)NC(=O)c1ccc(F)cc1)C1CCCCC1	-1%	13%	0	0%	10%	39%	6%	-3%	-12%
CC(=O)CCS(=O)(=O)c1ccc(C)c(C)c1	2%[57.1 µM]	4%	-2	-1%	2%	24%	?	-9%	-10%
CC(=O)Nc1cc2c(cc1Br)-c1ccccc1C2	3%	2%	-2	8%	-6%	21%	8%	1%	-21%
Cc1cccc(N2CCN(C(=O)C3CCN(c4nnc(-n5cccc5)s4)CC3)CC2C)c1 (centres undefined)	-4%	-5%	-2	-7%	23%	-4%	7%[57.1 µM]	-9%	-6%
COc1cccc(-c2c(C(=O)N/N=C(\C)c3ccc(Cl)s3)nnn2-c2nonc2N)c1	20%	9%	-2	4%	6%	41%	8%	i	-22%
CN(Cc1ccco1)C(=O)Cn1c(=O)oc2cc(S(=O)(=O)NCc3ccccc3)ccc21	-4%	2%	-5	-5%	1%	18%	12%	-4%	-9%
O=C(NCCc1ccccc1)c1ccc(Cl)nc1	-4%	2%	4	-8%	-1%	44%[activator]	4%	i	-13%
CCOCCCn1c(=NC(C)=O)c(C#N)cc2c(=O)n3ccccc3nc21	116%[activator][57.1 µM]	6%	1	-7%	-8%	20%	61%[activator][57.1 µM]	-3%	-3%
CCn1c(COc2cccc(OC)c2)nnc1SCC(=O)NC1CCCC1	4%[57.1 µM]	-9%	-1	11%	-10%	44%[activator]	6%[57.1 µM]	8%	-22%
COc1cc(OC)c(C(=O)NCc2cccnc2)cc1OC	-6%[57.1 µM]	6%	1	-5%	-10%	-18%	-1%[57.1 µM]	-6%	-15%
CCOc1ccc2nc(NS(=O)(=O)c3ccc(NC(C)=O)cc3)sc2c1	4%[57.1 µM]	-7%	2	4%	18%	23%	-4%[57.1 µM]	-5%	-21%
Cn1c(=O)cc(OCCCC(=O)NCc2ccco2)c2ccccc21	2%	6%	-5	1%	20%	2%	?	4%	1%
CCc1cc(C(=O)O)c(NC(=O)/C=C/c2ccc(OC)c(OC)c2)s1	-14%	8%	1	?	13%	31%	-11%	2%	?
CCOc1ccccc1C(=O)Nc1cc(C)ccc1NC(=O)c1ccco1	-1%	-5%	1	0%	4%	30%	0%	14%	-18%
CCC1(CC)C(=O)C2=C3C1[C@H](C(=O)OC)CC(C(=O)OC)C[C@H]3[C@H]1C(=O)N(C)C(=O)[C@H]1[C@H]2C (some centres undefined)	-2%	.	.	-14%	.	23%	-1%	.	.
Cc1noc(C)c1C(=O)Nc1ccc(Cl)cc1C(F)(F)F	-4%	2%	0	-1%	-2%	27%	10%	14%	-13%
Cc1cc(C(=O)COC(=O)c2n[nH]c3ccccc23)c(C)n1C	-5%	8%	-7	1%	16%	-24%	-3%	-10%	-5%
COCCN1CCN(Cc2cn(C)nc2-c2ccc(Oc3ccccc3)cc2)CC1	5%	7%	2	-3%	11%	38%	17%	8%	-13%
Continued.
SMILES	TrxR1 substrate	mIDH1 inhibitor	PI4K2A inh	Pin1 inhibitor	GLS inhibitor	HP1b chromo inh	rTrxR1 inhibitor	PGK inhibitor	USP1-UAF1 inh
O=C(Oc1ccccc1Cl)c1ccc2c(=O)n3c(nc2c1)CCC3	21%	1%	-6	-2%	-2%	20%	10%	-11%	-5%
CC1CCc2nn(CC(=O)NCCC3=CCCCC3)cc2C1 (centres undefined)	5%[57.1 µM]	6%	-2	0%	5%	17%	-7%[57.1 µM]	-10%	-17%
CCOC(=O)c1c(NC(=O)c2ccc(S(=O)(=O)N3CCOCC3)cc2)sc2c1CCN(C(C)C)C2	-8%	-8%	0	24%	-8%	42%[activator]	?	2%	-16%
Cc1ccc(CN(C)C(=O)c2ccccc2Oc2ccccc2)o1	7%	6%	2	0%	-1%	-21%	11µM*	0%	-7%
COc1ccc(-c2cc(C3CC3)nc(N)c2C#N)cc1	0%	-1%	3	1%	21%	26%	1%	3%	-9%
COC(=O)c1ccc(N2CCC(c3cc(-c4ccc(OC)cc4)n[nH]3)CC2)c([N+](=O)[O-])c1	0%[57.1 µM]	-1%	-6	7%	4%	-19%	7%[57.1 µM]	-5%	-12%
Cc1nn(-c2ccccc2)c(OC(=O)c2cccs2)c1S(=O)(=O)c1ccccc1	4%[57.1 µM]	-1%	-9	-11%	10%	45%[activator]	6%[57.1 µM]	-4%	-16%
CC(C)CC(=O)N=C1SC2CS(=O)(=O)CC2N1Cc1ccccc1 (centres undefined)	9%[57.1 µM]	9%	-2	3%	1%	11%	8%[57.1 µM]	7%	-17%
Cc1ccc([C@H]2N[C@]3(CCCN(Cc4ccc(Cl)cc4)C3=O)[C@H]3C(=O)N(Cc4ccccc4)C(=O)[C@@H]23)cc1	.	-14%	-9	.	1%	.	.	-1%	-9%
C=CCNC(=O)C1CCCN(S(C)(=O)=O)C1 (centres undefined)	16%	3%	-1	-6%	-1%	7%	27%	-9%	?
COc1ccc2c(c1)c(N1CCCC1=O)c(C(=O)Nc1cc(C)c(Cl)cc1OC)n2C	-6%	0%	-2	-7%	-15%	-1%	10%	i	-9%
CCOC(=O)CNC(c1ccccc1)c1cc(Br)ccc1NC(=O)OCC (centres undefined)	1%	-5%	-1	5%	-5%	74%	8%	-1%	-10%
O=C(Nc1cccc(-c2nc3ccccc3o2)c1)c1ccc(N2C(=O)C3C4C=CC(C4)C3C2=O)cc1 (centres undefined)	8%	12%	-5	12%	-4%	18%	17%	-8%	-28%
C=CCN(c1ccccc1)S(=O)(=O)c1cccc(C(=O)Nc2ncccc2C)c1	-4%	3%	-4	1%	-2%	32%	5%	0%	?
Cc1ccc(S(=O)(=O)N2CCC(=O)N(C(COCc3ccccc3)Cc3ccccc3)CC2)cc1 (centres undefined)	-13%	-5%	-3	1%	2%	66%[activator]	5%	-5%	16%
COc1cc(NC(=O)c2ccc(-c3nc(COc4ccccc4)c(C)o3)cc2)cc(OC)c1	2%	9%	-2	24%	5%	18%	15%	i	?
Cc1nc(C)n(CCNS(=O)(=O)c2ccc(C)c(C)c2)n1	7%	6%	0	-1%	9%	1%	19%	-6%	?
CC(=O)Nc1ccc(NC(=O)CSc2nnc3c4cc(Br)ccc4n(C)c3n2)cc1	2%	-14%	1	0%	-12%	13%	23%	-1%	0%
CC(C)CCn1c(SCc2ccc(Cl)cc2)nc2c1c(=O)[nH]c(=O)n2C	4%	0%	0	10%	-8%	-32%	2%	-8%[11.5 µM]	-20%
Cc1noc(C)c1CC(=O)NC1CC(C)(C)Cc2c1cnn2-c1ccccc1 (centres undefined)	-2%	7%	6	-8%	-22%	37%	-12%	-6%	-14%
Nc1nc(NCCCN2CCOCC2)nc(Nc2ccc(Cl)cc2)c1[N+](=O)[O-]	-2%[57.1 µM]	-2%	4	0%	0%	-14%	21%	8%	-7%
CCOC(=O)N1CCC(c2cc(=O)n3[nH]ccc3n2)CC1	30%[activator]	-3%	-5	2%	0%	53%[activator]	12%	5%	-22%
Cc1ccc(CN2CCN(/N=C/c3cc(Br)ccc3O)CC2)cc1	2%	5%	4	3%	-1%	-7%	20%	0%	-11%
CCOc1ccccc1CNCc1c(C(=O)O)c(C)n(Cc2ccc(C)cc2)c1C	1%	8%	1	1%	20%	29%	6%	-6%	-4%

Printed as active in rTrxR1 inhibitor, of those listed so far:
SMILES	TrxR1 substrate	mIDH1 inhibitor	PI4K2A inh	Pin1 inhibitor	GLS inhibitor	HP1b chromo inh	rTrxR1 inhibitor	PGK inhibitor	USP1-UAF1 inh
Cc1ccc(CN(C)C(=O)c2ccccc2Oc2ccccc2)o1	7%	6%	2	0%	-1%	-21%	11µM*	0%	-7%

Screening results deposited in PubChem by National Center for Advancing Translational Sciences (NCATS).

An excerpt, so the mix of outcomes need not match the whole.
